VHR inh abs: inhibitors of human VHR1 phosphatase (DUSP3); P51452; recombinant VHR phosphatase, pNPP absorbance; inhibition, % at 13.3 µM; hit rate 0.52% among 290,000; AID 1654; in the data active = inhibition above about 50%; note: some compounds called inactive have numbers as strong as hits
Target sequence (P51452 whole entry, looked up): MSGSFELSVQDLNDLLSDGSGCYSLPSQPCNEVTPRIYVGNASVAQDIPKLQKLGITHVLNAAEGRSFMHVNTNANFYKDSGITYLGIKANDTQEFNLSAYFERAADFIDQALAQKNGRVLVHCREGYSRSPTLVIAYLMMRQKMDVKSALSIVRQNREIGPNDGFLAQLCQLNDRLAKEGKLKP
FBA Mtb inh: inhibits M. tuberculosis FBA enzyme; purified M. tuberculosis FBA, fluorescence read-out; hit rate 2.3% among 360,000; inhibition, % at 1 µM; in the data active = inhibition above about 27%;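 note: 0% = vehicle and 100% = reference inhibitor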
CCHFV vOTU inh: CCHFV vOTU protease inhibition; hit rate 0.55% among 370,000; Pep-AMC fluorescence; inhibition, % at 11.5 µM; note: 0% = vehicle wells with enzyme and 100% = no enzyme wells
BoNT-F LC inh: blocks Botulinum neurotoxin F light chain protease. Multiplex microsphere protease cleavage assay, flow cytometry. inhibition, % at 10 µM. hit rate 0.22% among 360,000. AID 588497; in the data active = inhibition above about 35%, passing the limit was not always enough; inconclusive = no clear call, values can overlap the other calls; note: plate controls were buffer without enzyme for full effect and enzyme alone for no effect
Rv3671c inh: inhibits the M. tuberculosis serine protease Rv3671c | P9WHR9 | inhibition, % at 5.96 µM | hit rate 0.048% among 320,000; in the data active = inhibition above about 38%;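 note: extracellular domain of Rv3671c used as enzyme; 0% = enzyme with DMSO and 100% = no enzyme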
Target sequence (P9WHR9 whole entry, looked up, the tested form may be a part): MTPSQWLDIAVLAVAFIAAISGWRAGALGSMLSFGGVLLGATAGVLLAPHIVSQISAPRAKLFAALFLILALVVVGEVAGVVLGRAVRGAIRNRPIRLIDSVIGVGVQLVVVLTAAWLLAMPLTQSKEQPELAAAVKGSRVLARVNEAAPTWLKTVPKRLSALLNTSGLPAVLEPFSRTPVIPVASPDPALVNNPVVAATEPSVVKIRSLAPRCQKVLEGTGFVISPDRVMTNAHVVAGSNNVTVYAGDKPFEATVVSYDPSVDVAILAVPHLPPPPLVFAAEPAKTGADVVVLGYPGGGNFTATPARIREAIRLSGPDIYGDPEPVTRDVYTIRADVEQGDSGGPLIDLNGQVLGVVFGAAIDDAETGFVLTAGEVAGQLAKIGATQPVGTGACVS
Mtb UGM inh: Mtb UDP-galactopyranose mutase inhibition. P9WIQ1. hit rate 0.06% among 320,000. inhibition, % at 10 µM. purified UGM, fluorescence polarization probe displacement. AID 504406; in the data active = inhibition above about 10%, passing the limit was not always enough; inconclusive = no clear call, values can overlap the other calls
BioA inh: inhibitors of Mycobacterium tuberculosis BioA enzyme; hit rate 0.096% among 360,000; purified M. tuberculosis BioA enzyme, plate reader; inhibition, % at 9.99 µM; in the data active = inhibition above about 40%; inconclusive = no clear call, values can overlap the other calls
MazF activator: MazEF (E. coli) toxin RNase activation; P0AE70; FAM/BHQ RNA-DNA oligo cleavage fluorescence, 5 h; activation, % at 20 µM; hit rate 0.32% among 350,000; AID 504720; in the data active = activation above about 50%
Target sequence (P0AE70 whole entry, looked up): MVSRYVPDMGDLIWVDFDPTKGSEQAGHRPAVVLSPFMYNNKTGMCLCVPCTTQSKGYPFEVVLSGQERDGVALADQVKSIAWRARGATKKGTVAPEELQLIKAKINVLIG
FadD28 FP inh: blocks FadD28 binding to the bisubstrate probe. hit rate 0.22% among 360,000. inhibition, % at 12.5 µM. AID 588549. fluorescence polarization; in the data active = inhibition above about 8.5%, passing the limit was not always enough; inconclusive = no clear call, values can overlap the other calls
GDH-TPI inh: inhibits GDH-TPI coupling enzymes, artifact for Mtb FBA screen; hit rate 1.2% among 360,000; inhibition, % at 4.8 µM; GDH-TPI coupled enzyme counterscreen, NADH absorbance;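 note: 0% = DMSO wells and 100% = wells lacking the enzyme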
The depositor's hits bear a star; ? = inconclusive; nt = not tested or not shown. Cut-off read from the data, not from the text of the source, unless noted: active = inhibition above about 30%; inactive = the rest.

cpd	mol	VHR inh abs	FBA Mtb inh	CCHFV vOTU inh	BoNT-F LC inh	Rv3671c inh	Mtb UGM inh	BioA inh	MazF activator	FadD28 FP inh	GDH-TPI inh
1	CSc1nc(N)nc(SC2C=CCCC2)c1C#N (stereo not given)	-9.2	-4.5	19.0	2.7	0.0	0.0	-3.5	-5.9	-7.1	1.9
2	O=C(OCc1cc2ccccc2[nH]c1=O)c1ccco1	11.9	-0.8	-10.1	-4.7	0.8	0.7	1.7	3.3	0.8	14.7
3	COc1ccc(Cc2n[nH]c(=S)n2NC(=O)Nc2ccc(C)cc2)cc1	17.9	1.3	7.4	1.6	-0.4	2.1	0.5	4.5	1.3	3.1
4	O=[N+]([O-])c1cc(/C=N/N2CCN(Cc3ccccc3)CC2)ccc1Cl	21.2	-2.0	nt	-0.6	10.3	-0.4	nt	-17.6	-2.5	1.9
5	O=C(NCCCN1CCCC1=O)C1CCN(S(=O)(=O)c2cc(C(F)(F)F)ccc2Cl)CC1	nt	-1.4	6.6	-2.2	-11.3	-2.8	0.1	-0.1	-0.9	2.8
6	CC(C)[C@H](NC(=O)c1ccccc1)C(=O)OCC(=O)Nc1ccc(Cl)cc1C(F)(F)F	-7.5	-2.7	-11.9	-8.5	-5.2	2.9	-0.1	1.4	-2.0	-2.5
7	O=C(CCCn1c(=S)[nH]c2ccc(Br)cc2c1=O)NCc1ccccn1	-22.1	2.1	6.3	0.8	0.0	-0.3	-1.1	-3.8	-0.9	1.5
8	Cc1cc(Cl)ccc1NC(=S)NCCN1CCOCC1	5.4	-7.8	-0.6	2.6	2.3	3.1	nt	-0.4	-3.4	-5.8
9	C#CCN(C)[C@H](C)Cc1ccccc1	2.9	2.3	-2.3	-5.8	-0.4	-1.0	-0.4	4.9	0.1	0.5
10	CCn1cc(CN2CCN(Cc3ccccc3)C(CCO)C2)c2ccccc21 (stereo not given)	-40.5	5.5	-1.0	9.1	3.2	-0.4	-2.7	-21.6	0.5	5.9
11	O=C(NCc1ccccc1)c1ccc2c(c1)C(=O)N(Cc1ccncc1)C2=O	17.7	-1.2	10.0	-0.8	1.9	-0.4	-2.3	0.5	-1.4	0.8
12	Cn1c(N)c(C(=O)COC(=O)c2cc(S(=O)(=O)N3CCOCC3)ccc2F)c(=O)n(C)c1=O	nt	-1.2	-4.7	3.7	6.1	-3.0	0.6	1.6	nt	-6.9
13	O/N=C1/CCCCC1c1ccccn1 (stereo not given)	16.8	1.7	6.3	-7.6	-5.1	1.6	-2.0	6.9	-3.1	8.6
14	COc1cc(C(=O)NC2CCCC2)c(Br)c(OC)c1OC	15.1	-0.6	16.0	-1.6	-0.6	-1.2	nt	0.3	-0.7	-5.0
15	O=C(c1ccc(Sc2ccc(F)cc2)c([N+](=O)[O-])c1)N1CCOCC1	16.0	-2.2	-3.0	-6.6	10.4	1.7	4.2	-3.8	-2.7	-6.3
16	CN(C)/C=C/C(=O)c1cccc(C(F)(F)F)c1	22.5	2.9	5.4	4.1	-6.4	nt	nt	-3.0	-0.9	50.0*
17	COCCn1c(SCC(=O)NNC(=O)c2cc(Cl)ccc2OC)nnc1-c1ccncc1	nt	0.7	-7.6	-6.4	-1.9	0.8	-0.5	-1.1	nt	-1.8
18	COCCNC(=O)CN(C)S(=O)(=O)c1ccc2c(c1)OCCO2	27.4	-1.8	-6.4	12.5	-11.2	-1.2	-2.3	-6.2	-0.1	-2.5
19	Cc1ccc(C(=O)/C=C/c2cn(CC(O)CN3CCOCC3)c3ccccc23)cc1 (stereo not given)	0.1	-10.2	2.1	1.2	-12.2	-0.6	nt	-1.5	-3.3	6.0
20	Cc1c(C(=O)NC(C(C)C)C(C)C)cccc1[N+](=O)[O-]	4.5	3.0	13.2	-0.2	1.4	3.4	nt	-4.5	1.2	3.3
21	O=c1c2ccccc2ncn1-c1ccc2c(c1)OCCO2	20.2	-4.0	0.6	0.0	-6.7	3.5	nt	-3.9	-1.9	7.8
22	CCOC(=O)C1=C(COC(=O)COc2ccc(C#N)cc2)NC(=O)NC1C (stereo not given)	16.3	-0.5	0.4	-4.1	-0.6	-1.3	-0.3	0.0	-4.5	-1.4
23	CCN(CC)P(=O)(Nc1ccc([N+](=O)[O-])cc1)c1c(C)nn(CCC#N)c1NC(=O)c1ccc(Cl)cc1 (stereo not given)	11.3	0.6	3.8	4.0	-9.7	0.4	nt	-11.2	-1.7	11.9
24	O=C(CSc1ncn[nH]1)N1CCN(S(=O)(=O)c2ccccc2)CC1	37.2	1.8	-10.0	-0.4	-5.9	-2.0	nt	2.7	0.4	14.9
25	CC(C)Cc1cc(C(=O)NCc2ccco2)no1	2.9	-2.5	0.9	6.5	-7.4	1.2	-0.2	-9.3	-1.7	-1.4
26	COC(=O)c1cc(NC(=O)Cc2ccccc2[N+](=O)[O-])ccc1Cl	4.6	3.4	1.7	-11.0	-0.1	1.0	3.1	-0.9	-3.0	-1.5
27	COc1ccc(NC(=O)CN2CCN(C3c4ccccc4-c4ccccc43)CC2)cc1	9.9	-3.3	8.7	-5.8	-8.0	0.1	-1.2	1.8	-5.1	0.3
28	O=c1[nH]c2ccccc2n2cnnc12	-11.4	2.4	3.3	-2.3	10.8	0.6	nt	-21.9	-0.2	4.4
29	Cc1cc(=O)oc(C)c1C(=O)Nc1ccccc1F	31.6	-0.7	-3.8	?	-2.6	-0.7	-1.3	9.5	0.1	18.6
30	O=C(CSc1ncnc2sc3c(c12)CCCCC3)NCc1ccco1	25.4	-0.1	14.8	-37.9	0.4	3.4	-0.2	-0.7	-0.6	14.2

(further entries)
cpd	mol	VHR inh abs	FBA Mtb inh	CCHFV vOTU inh	BoNT-F LC inh	Rv3671c inh	Mtb UGM inh	BioA inh	MazF activator	FadD28 FP inh	GDH-TPI inh
31	O=C(CNC(=O)c1ccccc1Br)NNC(=O)c1cccs1	nt	-2.1	15.6	4.0	nt	nt	-0.7	1.3	-3.3	-3.5
32	O=C(c1ccccc1SCc1ccccc1)N1CCCCCC1	1.6	-1.1	2.8	1.0	-5.4	0.6	nt	-5.6	-2.0	-4.4
33	O=C(CNC(=O)c1ccco1)Nc1cc(Cl)ccc1N1CCOCC1	-8.3	1.6	-2.6	-14.6	6.5	1.9	-1.4	-16.2	-3.9	-0.6
34	COc1ccc(CC(=O)N2CCN(c3ccccc3)CC2)cc1OC	10.8	2.2	-4.8	?	2.5	1.2	-1.1	7.7	2.4	5.6
35	O=C(NCc1ccco1)c1cc(S(=O)(=O)NC2CC2)ccc1Br	nt	0.8	-3.5	-8.6	0.4	3.0	nt	-10.2	-2.8	-8.8
36	CC(C)NC(=O)C(=O)NNC(=O)C12CC3CC(CC(C3)C1)C2	-3.3	1.4	15.3	-7.2	-0.8	0.7	-1.0	12.2	-4.5	-5.8
37	Cc1ccc2cc(/C=N/NC(=O)c3ccccc3[N+](=O)[O-])c(Cl)nc2c1	7.7	4.0	11.5	-1.4	-4.1	2.1	-2.0	9.0	-15.2	-0.6
38	CCOC(=O)C1(CC2CC2)CCN(Cc2ccc(C(=O)OC)cc2)CC1	-9.2	2.3	-2.8	0.7	-6.2	2.1	1.6	6.2	-3.6	-11.7
39	O=C(CSc1ncnc2c1cnn2-c1ccccc1)Nc1ccccc1	28.0	0.0	-15.6	9.9	-4.1	0.9	-0.8	-35.9	-0.8	2.0
40	COc1cccc(OCCOCC(O)CN2CCN(Cc3ccc(Cl)cc3)CC2)c1 (stereo not given)	2.9	-4.7	1.8	0.1	-23.5	0.9	-0.6	-1.4	1.2	-0.8
41	CC1(C)Cc2c(cnn2-c2ccccc2)C(NC(=O)c2ccoc2)C1 (stereo not given)	-7.2	2.2	15.1	1.1	-3.6	-0.3	1.0	3.1	-1.1	-6.9
42	COC(=O)CCC(=O)NC(=S)Nc1ccccc1F	23.4	-2.0	-3.0	-11.9	2.1	0.3	-1.4	-5.1	-0.7	8.9
43	COC(=O)c1ccc(NC(=O)CN2CCCC2)cc1	24.3	-0.7	-12.1	-5.9	-2.3	0.1	-0.6	-0.7	-2.6	-2.3
44	O=C(c1cnc2n(c1=O)CCS2)N1CCN(C(c2ccccc2)c2ccc(Cl)cc2)CC1 (stereo not given)	-7.8	5.3	nt	-9.1	0.3	-1.9	-0.8	-1.3	-2.0	7.7
45	CCn1c(Cc2ccccc2)nnc1SCC(=O)NC1CC1	26.8	0.7	10.9	-7.8	1.6	-1.5	nt	2.8	-0.6	-10.7
46	COc1cc(OC)c(OC)cc1CN1CCN(c2ccc(F)cc2)CC1	11.6	7.2	-1.9	-14.0	4.2	3.4	0.9	6.6	2.6	-2.2
47	Cc1cc(C)c2nc(-c3ccccn3)cc(C(=O)NCc3cc(C)n(C)n3)c2c1	25.7	75.5*	-45.5	-2.6	3.0	-5.5	1.8	-16.2	-3.5	3.7
48	O=S(=O)([N-]c1nc2ccccc2nc1-n1cc[n+](Cc2ccccc2)c1)c1ccc(Br)cc1	-3.2	27.0*	-4.7	-2.1	-8.2	2.4	-0.9	7.2	1.0	11.1
49	CSCCC(NC(=O)c1ccco1)C(=O)NCc1ccc(F)cc1 (stereo not given)	10.4	-4.4	-10.1	1.1	-2.8	1.4	nt	-1.0	-4.1	-16.8
50	CCOC(=O)c1sc2nc(CSc3ccccc3)nc(N3CCC(C(N)=O)CC3)c2c1C	16.0	3.6	22.5	-7.8	-24.9	-1.0	nt	3.9	-4.7	11.0
51	Clc1ccc(Cn2nnc(-c3ccc(CN4CCOCC4)cc3)n2)cc1	-1.0	-2.5	1.1	-2.1	-9.5	1.2	1.2	3.7	-0.6	8.9
52	CN1CCC(N(C)C(=O)c2ccc(Cl)c(S(=O)(=O)Nc3ccc(Cl)cc3)c2)CC1	nt	-1.0	1.5	-7.7	nt	nt	-0.7	-3.0	0.1	4.6
53	Cc1ccc(C2NC(=O)c3c(sc4c3CCN(C)C4)N2)o1 (stereo not given)	39.7	25.3	-59.5	-32.3	3.1	3.0	-3.5	-24.5	0.5	21.3
54	CCCN(CC(=O)Nc1ccccc1C)C(=O)c1ccc(S(=O)(=O)N2CCCCCC2)cc1	6.5	-2.5	-0.8	-3.5	2.0	-1.8	-1.3	1.4	-2.4	-2.4

Screening data (PubChem)
